CHO-K1 Ca antag: counter-screen for M1 antagonists: effect in parental CHO-K1 cells; 360,000 compounds, 0.6% hits; ATP-induced calcium, Fluo-8 fluorescence; inhibition, % at 3 µM;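 active means inhibition above a per-plate cutoff, the plate's mean sample inhibition plus 3 SD, cut at about 24% in these data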;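 further: 0% = DMSO plus EC80 ATP and 100% = DMSO alone without ATP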
M5 antag: human M5 muscarinic receptor antagonists, primary screen, CHO cells, Fluo-8 calcium fluorescence. 360,000 compounds, 0.59% hits. CHO-hM5 cells, ACh EC80. AID 624040, 2012. Muscarinic acetylcholine receptor M5 (Homo sapiens), P08912. inhibition, % at 3 µM;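 active means inhibition above a per-plate cutoff, the mean of that plate's test compounds plus 3 SD, cut at about 27% in these data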;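 further: 0% = acetylcholine EC80 with DMSO and 100% = DMSO without agonist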
Target sequence (P08912 whole entry, looked up): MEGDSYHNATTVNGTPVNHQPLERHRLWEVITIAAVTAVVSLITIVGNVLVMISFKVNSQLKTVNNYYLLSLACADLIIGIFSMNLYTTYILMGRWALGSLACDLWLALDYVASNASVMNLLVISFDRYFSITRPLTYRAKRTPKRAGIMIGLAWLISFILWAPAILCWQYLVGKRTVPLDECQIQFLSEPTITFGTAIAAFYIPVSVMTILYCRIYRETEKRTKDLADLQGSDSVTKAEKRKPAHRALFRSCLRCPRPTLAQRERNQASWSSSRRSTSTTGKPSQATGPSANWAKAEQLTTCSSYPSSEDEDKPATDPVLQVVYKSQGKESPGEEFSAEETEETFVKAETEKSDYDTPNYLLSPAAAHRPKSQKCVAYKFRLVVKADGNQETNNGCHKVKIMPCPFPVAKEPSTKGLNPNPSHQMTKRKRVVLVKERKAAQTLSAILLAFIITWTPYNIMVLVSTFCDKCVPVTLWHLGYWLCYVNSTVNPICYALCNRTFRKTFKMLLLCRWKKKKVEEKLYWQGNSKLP
CHRM4 agonist: human M4 muscarinic receptor agonists, primary screen, CHO-K1 cells, Fluo-8 calcium fluorescence. Muscarinic acetylcholine receptor M4 (Homo sapiens), P08173. CHO-K1 hM4/Gqi5; vehicle 0%, full acetylcholine response 100%. AID 624127, 2012. activation, % at 3 µM. 360,000 compounds, 0.14% hits;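 active means activation above the run mean over all test wells plus 3 SD, cut at about 32% in these data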;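 further: peak over basal fluorescence ratio per well then scaled between controls; 0% = DMSO wells and 100% = acetylcholine at EC100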
Target sequence (P08173 whole entry, looked up): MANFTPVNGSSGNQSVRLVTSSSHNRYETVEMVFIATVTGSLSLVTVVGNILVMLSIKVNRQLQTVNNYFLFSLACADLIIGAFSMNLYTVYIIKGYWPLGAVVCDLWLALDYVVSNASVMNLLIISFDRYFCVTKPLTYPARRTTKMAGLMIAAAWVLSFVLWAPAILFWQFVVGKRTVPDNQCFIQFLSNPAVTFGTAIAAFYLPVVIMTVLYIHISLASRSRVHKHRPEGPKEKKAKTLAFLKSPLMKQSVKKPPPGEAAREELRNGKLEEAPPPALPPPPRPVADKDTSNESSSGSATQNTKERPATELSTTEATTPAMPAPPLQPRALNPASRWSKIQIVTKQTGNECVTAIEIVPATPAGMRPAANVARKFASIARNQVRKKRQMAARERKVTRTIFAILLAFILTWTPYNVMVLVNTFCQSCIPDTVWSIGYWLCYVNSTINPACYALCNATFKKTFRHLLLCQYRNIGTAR
M4 antag: human M4 muscarinic receptor antagonists, primary screen, CHO cells, Fluo-8 calcium fluorescence. Muscarinic acetylcholine receptor M4 (Homo sapiens), P08173. CHO-hM4 cells, ACh EC80. inhibition, % at 3 µM. 360,000 compounds, 0.73% hits;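 active means inhibition above its plate's cutoff, the mean inhibition of sample wells plus 3 SD, cut at about 27% in these data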;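 further: 0% = acetylcholine EC80 with DMSO and 100% = DMSO without agonist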
M5 PAM: human M5 muscarinic receptor positive allosteric modulators, primary screen, CHO-K1 cells, Fluo-8 calcium fluorescence. Muscarinic acetylcholine receptor M5 (Homo sapiens), P08912. CHO-K1 hM5, ACh EC20 PAM; 0% = ACh EC20, 100% = ACh EC100. activation, % at 3 µM. 360,000 compounds, 0.3% hits;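 active means activation above the run cutoff, the mean activation of all test compounds plus 3 SD, cut at about 18% in these data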
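system = human M5 receptor in CHO-K1 cells | compound = one concentration, 3 µM final (nominal) | schedule = Post-acetylcholine fluorescence recording 140 s | signal = Fluo-8 calcium dye fluorescence, kinetic read | benchmarks = low control EC20 acetylcholine (0%), high control EC100 acetylcholine (100%) | repeats = singlicate, one well per test compound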
M5 ag: human M5 muscarinic receptor agonists, primary screen, CHO-K1 cells, Fluo-8 calcium fluorescence; Muscarinic acetylcholine receptor M5 (Homo sapiens), P08912; CHO-K1 hM5 cells; 0% DMSO wells, 100% maximal acetylcholine response; activation, % at 3 µM; 360,000 compounds, 0.19% hits;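 active means activation above the run's mean over test compounds plus 3 SD, cut at about 23% in these data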;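 further: signal is peak over basal fluorescence ratio across the kinetic read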
CHO-K1 Ca ag: counter-screen for M1 agonists: effect in parental CHO-K1 cells; 360,000 compounds, 0.48% hits; Fluo-8 calcium fluorescence; scaled to maximal ATP response, vehicle zero; activation, % at 3 µM; AID 602248, 2012; in the data active means activation above about 15%;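 further: untransfected CHO-K1 host cells lacking M1 receptor as counterscreen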
M1 PAM parental: nonselective calcium activators in parental CHO-K1 cells, primary screen, counter-screen for M1 PAM project, cell-based, Fluo-8 calcium fluorescence, full deck, 1536-well; ATP EC20; 0% at ATP EC20, 100% at ATP max; activation, % at 3 µM; 360,000 compounds, 0.02% hits; AID 602247, 2012;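 active means activation above the run cutoff, the mean activation of all test compounds plus 3 SD, cut at about 40% in these data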;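 further: peak over basal fluorescence ratio in a 140 s read after ATP addition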
CHRM4 PAM: human M4 muscarinic receptor positive allosteric modulators, primary screen, CHO-K1 cells, Fluo-8 calcium fluorescence; activation, % at 3 µM; AID 624126, 2012; CHO-K1 hM4/Gqi5, ACh EC20; 0% = ACh EC20, 100% = maximal ACh; Muscarinic acetylcholine receptor M4 (Homo sapiens), P08173; 360,000 compounds, 0.4% hits;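 active means activation above its plate's cutoff, the mean activation of sample wells plus 3 SD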; further: some results filed as inactive read as strong as hits
Active calls of the source: *.

SMILES	CHO-K1 Ca antag	M5 antag	CHRM4 agonist	M4 antag	M5 PAM	M5 ag	CHO-K1 Ca ag	M1 PAM parental	CHRM4 PAM
Cc1ccccc1CN1C(=O)CS/C1=N/N=C/c1ccco1	4	13	4	-2	-5	-7	0.6	-21	-4
Clc1ccc(CSCCc2ccncc2)cc1	-16	5	3	-2	-9	-4	1.6	11	0
Cn1c(=O)oc2cc(S(=O)(=O)N3CCC4(CC3)OCCO4)ccc21	5	9	4	1	-4	-2	1.1	-5	-2
Cn1cc(C[C@H](NC(=O)OC(C)(C)C)C(=O)N[C@H](CO)Cc2ccccc2)c2ccccc21	-7	1	6	-1	-1	6	0.3	9	5
CCCS(=O)(=O)N1CCN(Cc2ccccc2OCC)CC1	-9	-4	1	-6	9	-6	0.7	19	4
O=C(Nc1cccc(F)c1)c1ccc(CSc2ccccc2)o1	-2	-4	1	-4	-2	-3	1.7	9	-5
Cc1ccc(C)c(N2CCN(C(=O)CCc3nc(-c4cccc(C(F)(F)F)c4)no3)CC2)c1	-10	-1	2	-10	-1	1	1.4	16	3
CCCCOc1ccc(C(C)NC(=O)CCS(=O)(=O)Cc2ccccc2F)cc1 (configuration not stated)	-12	1	2	-11	-2	3	1.7	20	15
CCN(CC)c1ccc(C(=O)NNC(=O)c2cccn2C)cc1	-4	6	1	-4	1	1	0.5	16	5
O=C(CN1CCOCC1)Nc1cccc(Br)c1	-4	14	0	2	-1	-4	0.5	12	1
COc1cccc2sc(Nc3nc(-c4cc5ccccc5oc4=O)cs3)nc12	-14	5	2	-10	-3	-3	0.5	27	5
CC(Oc1ccccc1)C(=O)Nc1oc(-c2ccco2)c(-c2ccco2)c1C#N (configuration not stated)	0	-7	2	-19	2	-2	0.9	13	-5
Cc1cccc(C)c1NC(=O)CSc1nnc(C)n1-c1ccccc1	-10	-9	1	-2	4	1	0.1	13	-1
CC(C)CN1CCN(Cc2cc(F)ccc2-n2cccn2)CC1CCO (configuration not stated)	-3	4	0	1	3	-5	-0.5	-6	11
c1csc(-c2ncc3ccccn23)c1	8	3	1	3	-8	-2	-0.2	5	2
COC(=O)Cn1cnc2c(cnn2-c2ccccc2)c1=O	-5	0	4	5	4	-2	0.2	-4	11
O=C(O)c1nn(CC(=O)N(C2CCCCC2)C2CCCCC2)c(=O)c2ccccc12	-20	-1	2	-8	13	4	0.2	17	16
Cc1cc(NC(=O)CCc2ccc(S(=O)(=O)N3CCOCC3)cc2)n(-c2ccccc2)n1	-1	4	3	-3	-5	-1	0.7	-3	6
O=C(C1=C(O)C(=O)N(CCN2CCOCC2)C1c1ccc(Cl)cc1)c1cc2ccccc2o1 (configuration not stated)	-13	-12	1	-1	12	1	1.1	5	2
O=C(C1CC(=O)N(c2ccc(Br)cc2)C1)N1CCCC1 (configuration not stated)	9	2	0	-1	-6	-5	0.1	-31	-2
O=C(NNC(=S)NC(=O)c1ccc(Br)cc1)c1cccc([N+](=O)[O-])c1	-11	3	7	2	-1	5	21*	7	6
N#Cc1c2n(c3c(=O)n(CC(=O)c4ccc(Br)cc4)cnc13)CCCC2	-2	-6	1	-6	-2	0	2.6	15	0
Cn1c(C(=O)NCCCN2CCCC2=O)cc2c(=O)n(C)c3ccccc3c21	-1	0	3	-3	-2	1	0.3	5	-2
CC[n+]1c(C)n(-c2ccccc2)c2ccc(NC(C)=O)cc21	-1	8	0	5	4	-4	0.2	2	6
CCC(C)c1ccc(O)c(NC(=O)c2cccnc2)c1 (configuration not stated)	-3	-5	4	0	6	-1	0.5	11	-2

A draw from above in order of count of non-hydrogen atoms, descending.
SMILES	CHO-K1 Ca antag	M5 antag	CHRM4 agonist	M4 antag	M5 PAM	M5 ag	CHO-K1 Ca ag	M1 PAM parental	CHRM4 PAM
CC(Oc1ccccc1)C(=O)Nc1oc(-c2ccco2)c(-c2ccco2)c1C#N (configuration not stated)	0	-7	2	-19	2	-2	0.9	13	-5
CCC(C)c1ccc(O)c(NC(=O)c2cccnc2)c1 (configuration not stated)	-3	-5	4	0	6	-1	0.5	11	-2
c1csc(-c2ncc3ccccn23)c1	8	3	1	3	-8	-2	-0.2	5	2

(listing goes on)
SMILES	CHO-K1 Ca antag	M5 antag	CHRM4 agonist	M4 antag	M5 PAM	M5 ag	CHO-K1 Ca ag	M1 PAM parental	CHRM4 PAM
CCOC(=O)C1CCN(C(c2cc3cc(C)cc(C)c3[nH]c2=O)c2nnnn2C2CCCCC2)CC1 (configuration not stated)	10	7	0	15	-6	-1	0.0	-1	0
COc1ccc(N2CCN(c3cncc(C)n3)CC2)cc1	10	-5	1	-6	-3	2	0.5	-12	-1
Nc1c(C(=O)CSc2nnc(-c3ccccc3F)o2)c(=O)[nH]c(=O)n1C1CC1	-13	6	0	11	-6	0	0.1	5	-2
CCCOc1ccccc1C(=O)N1CCNC(=O)C1CC(=O)OC(C)C (configuration not stated)	1	10	1	-4	2	-4	0.6	8	5
O=C(COc1ccc(-n2ccnc2)cc1)Nc1cccc(Cl)c1	-9	7	14	-4	-21	7	14	-6	-9
CCc1ccc2oc(-c3ccc(OC)cc3)cc(=Nc3cccc(C(=O)O)c3)c2c1	7	7	2	0	-3	-1	1.8	-2	-7
CCc1ccc(-n2c(SCC(=O)N3CCC(C(=O)O)CC3)nnc2-c2ccncc2)cc1	1	4	0	2	1	0	0.2	-7	-8
Cc1cc(Cl)ccc1Oc1nccc(N(C)C)c1C#N	-24	0	5	-2	1	1	6.6	5	4
C#CCOc1ccc(Br)cc1/C=N/O	-13	4	0	2	1	-3	0.2	11	3
Cc1cccc(C(C)C)c1NC(=O)c1ccc(OCC2CCCO2)cc1 (configuration not stated)	-8	11	4	-9	-1	2	1.1	10	4
COc1ccccc1NC(=O)CSc1nc2ccccc2nc1N1CC(C)OC(C)C1 (configuration not stated)	-16	4	1	0	-13	-5	0.6	28	-9
CC(C)c1ccc(NC(=O)Nc2nc(C(N)CCc3ccccc3)cs2)cc1 (configuration not stated)	6	6	4	19	-5	0	0.6	-6	0
CNC(=O)C[C@H]1C(=O)N(c2ccc(Br)cc2)C[C@@H]1CSC	6	-4	0	1	0	1	-0.1	-10	0
Cc1ccc(NC(=O)Cn2c(=O)oc3ccccc32)c(C)c1	5	-4	1	2	-1	0	0.4	9	3
Cc1cc(C(=O)CN2C(=O)NC3(CCCC3)C2=O)c(C)n1-c1ccc2c(c1)OCO2	-16	22	2	-8	-13	-6	1.1	19	2
CC(=O)c1cc(C#N)c(N(C)Cc2ccccc2)nc1C	-15	3	3	1	0	-2	2.5	25	7
CC1(C)CC(=O)C2=C(C1)Nc1ccccc1N1C(=O)c3ccccc3C21 (configuration not stated)	-20	2	1	2	-6	-5	0.6	9	0
Cc1ccc(CSc2nc3c(c(=O)[nH]2)CCC3)cc1	3	-8	-2	2	4	-1	-0.3	0	21
C[C@@H]1O[C@@H](O[C@@H]2C(=O)c3c(O)cc(O)cc3O[C@H]2c2ccc(O)c(O)c2)[C@H](O)[C@H](O)[C@H]1O	-22	6	1	-1	3	3	0.9	10	7
Cc1cc(SCC(=O)Nc2c(C)n(C)n(-c3ccccc3)c2=O)nc2ccccc12	3	3	1	1	-1	-6	-0.2	8	-2
CC(C)CC(=O)Nc1ccc(C(=O)COC(=O)C2CC(=O)N(Cc3ccccc3)C2)cc1 (configuration not stated)	-22	-5	5	-13	-1	1	2.6	15	8
COc1ccc(NC(=S)Nc2ccc(S(N)(=O)=O)cc2)c(C)c1	3	-7	0	7	3	-3	0.9	10	4
Cc1ccccc1NS(=O)(=O)c1ccc2c(c1)n(C)c(=O)n2C	9	17	3	0	-6	-1	15*	4	-3
Fc1ccc(/C=N/n2cnn(Cc3ccccc3Cl)c2=S)cc1	-4	-4	0	3	1	0	-0.1	5	-4
COC(=O)c1ccc(/C=N/NC(=O)c2ccccc2Cl)cc1	-9	1	2	-4	1	0	0.5	15	2

Looked up by compound from the entries so far, 2 records:
SMILES	CHO-K1 Ca antag	M5 antag	CHRM4 agonist	M4 antag	M5 PAM	M5 ag	CHO-K1 Ca ag	M1 PAM parental	CHRM4 PAM
COc1ccc(N2CCN(c3cncc(C)n3)CC2)cc1	10	-5	1	-6	-3	2	0.5	-12	-1
COC(=O)c1ccc(/C=N/NC(=O)c2ccccc2Cl)cc1	-9	1	2	-4	1	0	0.5	15	2

Back to the main list with the 3 entries that preceded the break.
SMILES	CHO-K1 Ca antag	M5 antag	CHRM4 agonist	M4 antag	M5 PAM	M5 ag	CHO-K1 Ca ag	M1 PAM parental	CHRM4 PAM
Cc1ccccc1NS(=O)(=O)c1ccc2c(c1)n(C)c(=O)n2C	9	17	3	0	-6	-1	15*	4	-3
Fc1ccc(/C=N/n2cnn(Cc3ccccc3Cl)c2=S)cc1	-4	-4	0	3	1	0	-0.1	5	-4
COC(=O)c1ccc(/C=N/NC(=O)c2ccccc2Cl)cc1	-9	1	2	-4	1	0	0.5	15	2
CCC1CCCCN1CCCNC(=O)Cn1c2ccccc2c2nc(=O)cc(C)n21 (configuration not stated)	-14	-7	1	-11	0	-8	0.4	3	3
COc1ccc(C=O)cc1CSc1ncccc1C(=O)O	-13	-3	-1	1	10	0	-0.1	-11	2
Cc1cccc(NC(=O)CSc2nnc(-c3cc(C)n(-c4ccccc4)c3C)o2)c1C	-1	3	1	0	0	-4	0.5	8	1
OCC1(CCOc2ccccc2)CCN(Cc2cn[nH]c2-c2ccccc2)CC1	-13	-4	4	-23	4	-6	1.6	27	10
CCN(CC)c1ccc(NC(=O)Cn2nnc(-c3cccc(OC)c3OC)n2)c(C)c1	-3	4	3	5	-2	0	0.9	8	-4
COc1ccc(NC2CCCN(C(=O)c3oc(C)cc3C)C2)cc1OC (configuration not stated)	-7	-2	1	-9	-1	-4	1.1	13	3
CCCCn1c(N)c(N(C)C(=O)CCCn2c(=O)oc3ccccc32)c(=O)[nH]c1=O	-13	3	0	9	0	0	1.3	16	1
Cc1ccc(C(C)C)c(Oc2nnnn2-c2ccccc2)c1	-12	0	-1	-15	-9	0	-0.1	14	1
CC1CCN(S(=O)(=O)c2ccc(C(=O)OCc3ccc4c(c3)OCO4)cc2)CC1	-11	-8	0	-16	4	0	0.2	18	9

Screens: PubChem BioAssay, The Scripps Research Institute Molecular Screening Center
